PHOSPHO1 block – inhibitors of human PHOSPHO1 phosphatase | Q8TCT1 | recombinant PHOSPHO1, absorbance phosphatase assay | inhibition, % at 13.3 µM | 290,000 compounds, 1.1% hits; in the data active = inhibition above about 60%
Target sequence (Q8TCT1 whole entry, looked up): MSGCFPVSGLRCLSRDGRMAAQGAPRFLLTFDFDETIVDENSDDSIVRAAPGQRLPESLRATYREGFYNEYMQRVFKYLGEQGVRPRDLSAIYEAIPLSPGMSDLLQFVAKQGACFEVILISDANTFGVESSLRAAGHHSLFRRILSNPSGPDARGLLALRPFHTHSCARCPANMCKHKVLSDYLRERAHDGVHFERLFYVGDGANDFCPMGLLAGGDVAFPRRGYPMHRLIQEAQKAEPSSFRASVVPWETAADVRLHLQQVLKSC
M4 PAM – positive allosteric modulators of human muscarinic M4 receptor. P08173. CHO-K1 hM4/Gqi5, Fluo-8 calcium fluorescence, ACh EC20; 0% = ACh EC20, 100% = maximal ACh. activation, % at 3 µM. 360,000 compounds, 0.4% hits;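 active = activation above its plate's cutoff, the mean activation of sample wells plus 3 SD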; note: some results filed as inactive read as strong as hits
Target sequence (P08173 whole entry, looked up): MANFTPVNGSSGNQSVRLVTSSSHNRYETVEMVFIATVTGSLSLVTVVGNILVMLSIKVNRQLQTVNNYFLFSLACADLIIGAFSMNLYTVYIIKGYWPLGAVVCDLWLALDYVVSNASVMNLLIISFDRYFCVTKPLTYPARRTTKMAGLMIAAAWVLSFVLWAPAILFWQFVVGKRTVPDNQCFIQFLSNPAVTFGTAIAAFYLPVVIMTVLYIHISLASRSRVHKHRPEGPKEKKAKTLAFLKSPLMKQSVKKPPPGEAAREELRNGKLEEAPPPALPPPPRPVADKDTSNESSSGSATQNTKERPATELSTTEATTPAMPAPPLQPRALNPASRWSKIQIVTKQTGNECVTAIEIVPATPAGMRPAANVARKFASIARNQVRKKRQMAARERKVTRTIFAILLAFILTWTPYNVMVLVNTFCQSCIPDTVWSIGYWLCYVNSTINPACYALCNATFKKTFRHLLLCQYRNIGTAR
CRFR2-BP ag – CRF-BP/CRF-R2 complex agonism. HEK293 CRF-R2/CRF-BP, calcium dye fluorescence (FLIPR); percent of saturating CRF peptide response. activation, % at 13.2 µM. 350,000 compounds, 0.46% hits;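 active = activation of at least 50%, plus an integration ratio under a set limit after plate pattern correction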;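 note: plate controls were neutral control wells without compound for no effect and CRF at EC100 for full effect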
CRFR2-BP antag – CRF-BP/CRF-R2 complex antagonism; HEK293 CRF-R2/CRF-BP, CRF-induced calcium fluorescence; AID 588475; inhibition, % at 11.8 µM; 350,000 compounds, 0.59% hits;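 active = inhibition of the ligand-induced calcium signal above about 50% at the single tested concentration, limit read from the data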
IDE inh – cellular human IDE inhibition; P14735; HEK cells, FAbetaB cleavage, fluorescence polarization; inhibition, % at 5.59 µM; 320,000 compounds, 0.41% hits;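 active = percent inhibition above the average of all tested compounds plus 3 SD, set per screening campaign, cut at about 16% in these data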;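 note: IDE supplied by intact live HEK cells; FP after avidin binding of uncleaved biotin substrate so inhibition keeps polarization high; 0% = DMSO wells and 100% = 60 µM reference IDE inhibitor Ii1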
GalR3 antag – antagonists of human GalR3 | O60755 | HEK293 GalR3-CNG cAMP membrane potential fluorescence; galR3 body fused to GalR1 C-terminus | inhibition, % at 3 µM | 360,000 compounds, 0.44% hits | AID 651719;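 active = inhibition above the screen-wide average plus 3 SD, cut at about 13% in these data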;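 note: forskolin and galanin both at EC90 stimulate the cells; cAMP rise reported by CNG channel membrane potential dye signal; 0% = forskolin plus galanin with DMSO and 100% = forskolin alone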
Target sequence (O60755 1-299 limits assumed): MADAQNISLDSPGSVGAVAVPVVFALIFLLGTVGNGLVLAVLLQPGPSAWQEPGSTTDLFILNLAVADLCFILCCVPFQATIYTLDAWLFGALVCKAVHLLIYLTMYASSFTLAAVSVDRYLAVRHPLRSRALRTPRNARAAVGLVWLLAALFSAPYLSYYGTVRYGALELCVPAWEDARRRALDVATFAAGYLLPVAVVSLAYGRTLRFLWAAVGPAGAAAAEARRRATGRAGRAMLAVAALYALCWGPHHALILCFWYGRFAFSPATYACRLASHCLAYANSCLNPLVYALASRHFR
pCIP destab – p/CIP protein destabilization | Q05BA5 | F442A p/CIP-EGFP cells, EGFP fluorescence, 16 h | decrease of EGFP signal, % at 10 µM | 290,000 compounds, 0.01% hits;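 active = EGFP signal decrease of at least 30% at 10 µM or well 3 SD below plate mean, unless failing retest; inactive = the rest, including hits failing retest or dose response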; note: some compounds called inactive have numbers as strong as hits; many of its hits are not listed in these tables
IDE cell activ – activators of human insulin-degrading enzyme in cells. P14735. HEK cells, FAbeta-B cleavage, fluorescence polarization; 0% vehicle, 100% cell-free pure enzyme wells. 340,000 compounds, 0.073% hits. activation, % at 5.96 µM;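 active = activation above the mean of all tested compounds plus 3 SD, set per screening campaign, cut at about 17% in these data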
MEKK3 PB1 HTS – MEKK3-MEK5 PB1 interaction, increase or decrease; binding response (% of control), % at 10 µM; Q99759; bead-based flow cytometry, Alexa488-MEK5 binding to MEKK3; actives lie on both sides; 0 = blocked by unlabeled MEK5, 100 = vehicle; AID 1529; 290,000 compounds, 1.4% hits;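 active = binding response more than 3 SD above or below the average of its plate-row segment, actives on both sides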;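 note: Alexa488 bead fluorescence after subtracting the streptavidin-only scavenger bead signal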
* = called active by the depositor; . = no result given; & = joins results of further samples.

#1 O=C(Cc1ccc(Cl)cc1)NCCN1CCCC1
#2 CCN(C[C@H]1N[C@@](CC)(C(=O)OC)[C@H]2C(=O)N(C)C(=O)[C@@H]12)S(=O)(=O)c1ccc(C)cc1
#3 Cc1ccccc1NC(=O)c1ccc(Cn2cc([N+](=O)[O-])cn2)o1
#4 CCCCCCSc1nc(O)c(C2OC(=O)c3c2ccc(OC)c3OC)c(=O)n1CC (stereo unspecified)
#5 O=c1oc2ccccc2cc1-c1nnc(-c2cccc(Br)c2)o1
#6 Cc1ccc(Cl)cc1N1CCN(S(=O)(=O)c2c(C)[nH]c(C)c2C(=O)N2CCCCC2)CC1
#7 CC(=O)c1ccc(OCc2cc(C(=O)N(C)Cc3ccccn3)no2)cc1
#8 O=C(/C=C\c1ccccc1)Nc1ccc(NC(=O)c2ccco2)cc1
assay / entry	1	2	3	4	5	6	7	8
PHOSPHO1 block	10	.	36	0	0	20	42	-8
M4 PAM	9	2	4	3	5	-4	-3	2
CRFR2-BP ag	-1.2	0.9	-2.1	1.4	0.5	-0.3	-0.8	0.2
CRFR2-BP antag	4	-5	15	11	22	-15	15	-8
IDE inh	7	7	1	-7	2	0	.	5
GalR3 antag	-6	-6	-5	2	-4	4	0	-2
pCIP destab	-1	.	-3	-2	-9	16	-12	22
IDE cell activ	1	4	-2	2	3	3	2	1
MEKK3 PB1 HTS	101	.	111	99	99	103	102	109

#9 CC(=O)N1CSCC1C(=O)N1CCN(c2ccc(N3CCOCC3)nn2)CC1 (stereo unspecified)
#10 CSc1cc(-c2ccc(Cl)cc2)c(C(=O)N2CCCC2)s1
#11 NC(N)=Nc1nc2ccc(Br)cc2c(=O)[nH]1
#12 C=CCN1C(=O)CN=C1Nc1ccc(F)cc1
#13 CCOC(=O)c1ccc(NC(=O)Cn2nc(C)c3ccccc3c2=O)cc1
#14 Cc1nn(C)c(C)c1NS(=O)(=O)c1c(C)n[nH]c1C
#15 Cc1ccc(F)cc1NC(=O)CCc1c(C)nn(-c2ccc(N3CCCCC3)nn2)c1C
#16 CCN1CCN(C(c2cccs2)C(C)NC(=O)NC2CCCCC2)CC1 (stereo unspecified)
assay / entry	9	10	11	12	13	14	15	16
PHOSPHO1 block	-1	7	-20	49	50	.	9	-6
M4 PAM	-2	-2	-4	0	-4	-3	-1	0
CRFR2-BP ag	-0.9	-0.7	-1.4	-1.4	4.8	0.3	-1.9	-0.3
CRFR2-BP antag	-3	6	1	9	-23	-8	4	9
IDE inh	2	4	3	0	1	-2	1	2
GalR3 antag	-2	3	-8	-6	-10	-6	-7	.
pCIP destab	-6	-5	13	-5	3	.	-3	0
IDE cell activ	0	-10	0	4	0	1	7	1
MEKK3 PB1 HTS	100	101	114	101	105	.	102	104

The list goes on; the last two above are carried over.
#15 Cc1ccc(F)cc1NC(=O)CCc1c(C)nn(-c2ccc(N3CCCCC3)nn2)c1C
#16 CCN1CCN(C(c2cccs2)C(C)NC(=O)NC2CCCCC2)CC1 (stereo unspecified)
#17 CCCC(=O)n1nc(-c2cccnc2)nc1NCc1ccccc1
#18 O=C(O)CC1COc2ccccc2N1C(=O)c1ccccc1Cl (stereo unspecified)
#19 COc1ccc(-c2nc3c(c(SCC(=O)N4CCOCC4)n2)COC(C)(C)C3)cc1
#20 Fc1ccc(C2CCCN2Cc2nc(Cc3ccccc3F)no2)cc1 (stereo unspecified)
#21 CCOC(=O)c1c(NC(=O)C2Cc3ccccc3C(=O)O2)sc2c1CCCC2 (stereo unspecified)
#22 O=C(NCC1CCCO1)C(c1ccncc1)N(Cc1ccc(F)cc1)C(=O)CN1C(=O)c2ccccc2S1(=O)=O (stereo unspecified)
#23 CC(=O)c1ccc(OCC(O)CN2CCN(Cc3ccc4c(c3)OCO4)CC2)cc1 (stereo unspecified)
#24 CN(C(=O)COC(=O)C1CCN(S(=O)(=O)c2ccc3c(c2)OCCO3)CC1)c1ccccc1
assay / entry	15	16	17	18	19	20	21	22	23	24
PHOSPHO1 block	9	-6	37	16	9	-12	.	-10	14&27	.
M4 PAM	-1	0	-4	-2	23	7	14	13	4&-2	3
CRFR2-BP ag	-1.9	-0.3	-0.1	3.7	0.8	-1.2	3.3	0.8	0.4&0.4	0.9
CRFR2-BP antag	4	9	-21	-4	-4	4	-8	6	10&2	6
IDE inh	1	2	.	2	2	-4	-2	-2	2&-2	-2
GalR3 antag	-7	.	-6	3	-4	-1	-1	-10	-2&-3	1
pCIP destab	-3	0	-4	2	-8	-29	.	-2	-4&-7	.
IDE cell activ	7	1	3	3	8	2	5	4	-1&7	4
MEKK3 PB1 HTS	102	104	109	101	105	104	.	108	100&112	.

#25 CCOC(=O)[C@H]1[C@H]2COc3ccccc3[C@@H]2N2C(=O)c3cc(Br)ccc3NC(=O)[C@@]12C
#26 COc1ccc(C)cc1NC(=O)COC(=O)C1CCN(C(=O)c2ccc(Cl)cc2)CC1
#27 N#Cc1ccc(C(CC(=O)O)N2Cc3ccccc3C2=O)cc1 (stereo unspecified)
#28 Cc1ccc(F)c(NC(=O)c2c(-c3ccccc3)noc2C)c1
#29 COc1ccccc1C(=O)N1CCN(C(=O)c2oc3ccc(C)cc3c2C)CC1
#30 Cc1ccccc1OCC(=O)NC(=S)Nc1ccccc1N1CCN(S(C)(=O)=O)CC1
#31 Cc1cc(C(=O)N/N=C/c2ccc(-c3ccc([N+](=O)[O-])cc3C)o2)n[nH]1
#32 CC(OC(=O)Cc1n[nH]c(=O)c2ccccc12)C(=O)Nc1cc(Cl)cc(Cl)c1 (stereo unspecified)
assay / entry	25	26	27	28	29	30	31	32
PHOSPHO1 block	.	25	33	18	6	27	14	.
M4 PAM	-13	0	-3	0	4	-5	1	-4
CRFR2-BP ag	1.7	-0.9	-3.2	-0.7	-2.1	1.2	2.5	0.2
CRFR2-BP antag	-4	0	-2	-1	2	-8	-31	10
IDE inh	-1	-10	-2	7	6	5	-4	6
GalR3 antag	-2	-6	-6	-4	-1	10	1	-3
pCIP destab	.	-3	0	-10	-14	-9	-11	.
IDE cell activ	0	1	6	3	-1	-4	0	2
MEKK3 PB1 HTS	.	100	106	101	100	102	104	.

#33 CCOC(=O)C1=C(C)N=C2SCCC(=O)N2C1c1ccc(OC)cc1 (stereo unspecified)
#34 COc1ccc(N2C(=O)CC(Sc3nc4c(cc3C#N)CCC4)C2=O)cc1 (stereo unspecified)
#35 CC(=O)c1ccc(N(C(=O)CNC(=O)c2ccco2)C(C(=O)NC2CCCC2)c2ccc(C)o2)cc1 (stereo unspecified)
#36 COc1ccc(C)cc1S(=O)(=O)NC1CC1
#37 C=CCN(C(=O)CSc1nc2ccsc2c(=O)n1Cc1ccccn1)c1ccccc1
#38 CCN(c1ccccc1)S(=O)(=O)c1cccc(C(=O)NCC(c2cccs2)N2CCOCC2)c1 (stereo unspecified)
#39 COc1cccc(Cn2c(N)c(C#N)c3nc4ccccc4nc32)c1OC
#40 CC(NC(=O)/C(C#N)=C/c1cn[nH]c1-c1ccccc1)c1ccccc1 (stereo unspecified)
assay / entry	33	34	35	36	37	38	39	40
PHOSPHO1 block	-6	4	55	19	-19	.	-47	28
M4 PAM	.	6	2	-5	-10	0	-6	-2
CRFR2-BP ag	.	-0.3	-1.2	3.4	-0.6	-0.2	-0.6	-0.1
CRFR2-BP antag	.	-8	8	9	2	8	-12	-14
IDE inh	4	-5	2	0	2	-4	-1	4
GalR3 antag	.	1	-5	1	-4	1	-2	-3
pCIP destab	10	-1	-2	2	2	.	-6	1
IDE cell activ	.	-1	-4	1	0	4	-3	0
MEKK3 PB1 HTS	81	101	102	105	95	.	107	97

#41 CC1(c2ccccc2)NC(=O)N(CC(=O)N(c2ccccc2)C2CCS(=O)(=O)C2)C1=O (stereo unspecified)
#42 CCOC(=O)N1CCN(C(=O)c2ccc3c(c2)NC(=O)/C(=C/c2ccccc2)S3)CC1
#43 O=C1OCCN1C(=O)[C@H]1[C@H](c2ccccc2)C(c2ccccc2)=NN1c1ccccc1
#44 COc1ccc(CCNS(=O)(=O)c2cc3c4c(c2)CC(=O)N4CCC3)cc1
#45 Cc1cc(C)n(C2=NS(=O)(=O)c3ccccc32)n1
#46 CCc1cc(C(=O)OC)c(NC(=O)CCC(=O)O)s1
#47 CCN(Cc1ccccc1)C(=O)c1ccc(SC)cc1OC
#48 Cc1ccc(-c2nc(NCCN(C)C)c3ccccc3n2)cc1
assay / entry	41	42	43	44	45	46	47	48
PHOSPHO1 block	.	1	.	41	24	32	52	19
M4 PAM	7	0	-8	-8	13	13	2	0
CRFR2-BP ag	1.6	3.4	1.9	0.5	0.2	1.6	-2.6	-0.3
CRFR2-BP antag	1	-1	1	-6	0	12	-4	-7
IDE inh	-3	6	.	1	-6	9	5	-1
GalR3 antag	-4	-8	-2	5	-3	-3	-3	-13
pCIP destab	.	1	.	-4	-1	-4	-3	0
IDE cell activ	-2	-15	2	4	4	-1	3	1
MEKK3 PB1 HTS	.	100	.	99	97	99	100	106

Seven compounds from above, limited to IDE cell activ:
| no. | molecule | IDE cell activ |
| --- | --- | --- |
| 41 | CC1(c2ccccc2)NC(=O)N(CC(=O)N(c2ccccc2)C2CCS(=O)(=O)C2)C1=O (stereo unspecified) | -2 |
| 47 | CCN(Cc1ccccc1)C(=O)c1ccc(SC)cc1OC | 3 |
| 45 | Cc1cc(C)n(C2=NS(=O)(=O)c3ccccc32)n1 | 4 |
| 44 | COc1ccc(CCNS(=O)(=O)c2cc3c4c(c2)CC(=O)N4CCC3)cc1 | 4 |
| 43 | O=C1OCCN1C(=O)[C@H]1[C@H](c2ccccc2)C(c2ccccc2)=NN1c1ccccc1 | 2 |
| 48 | Cc1ccc(-c2nc(NCCN(C)C)c3ccccc3n2)cc1 | 1 |
| 46 | CCc1cc(C(=O)OC)c(NC(=O)CCC(=O)O)s1 | -1 |

Remaining list, next part:
#49 O=C1c2ccc3c4c(ccc(c24)C(=O)N1c1ccc2ccccc2c1)CC3
#50 COCc1cc(=O)[nH]c(SCCS(=O)(=O)c2ccc(C)cc2)n1
#51 O=C(c1ccc(F)cc1)c1c[nH]c(C(=O)NCc2ccco2)c1
#52 CC(=O)Nc1ccc2nc(CN3CCN(CC=C(C)C)C(CCO)C3)ccc2c1 (stereo unspecified)
#53 CC(C)c1ccc(S(=O)(=O)N2CCN(C(=O)C3CCCC3)CC2)cc1
#54 O=C(CSc1nnc(CNC(=O)c2ccccc2F)o1)c1ccc(Cl)cc1
#55 CC(=O)c1cccc(NS(=O)(=O)c2ccc(N/C=C\C(=O)c3ccc(F)cc3)cc2)c1
#56 COc1ccc(NC(=O)COc2ccc(-c3nn(C)c(=O)c4ccccc34)cc2)cc1
assay / entry	49	50	51	52	53	54	55	56
PHOSPHO1 block	-120	21	0	-2	19	17	-5	26
M4 PAM	2	7	6	1	-1	-1	1	3
CRFR2-BP ag	2.3	-1.1	-1.2	1.2	-0.4	0.0	1.1	-6.2
CRFR2-BP antag	16	6	12	3	11	12	2	25
IDE inh	7	-2	-2	8	2	3	-4	13
GalR3 antag	-2	0	1	-2	-7	-2	-8	-2
pCIP destab	-22	-8	-3	-7	-4	-9	-5	-14
IDE cell activ	-4	6	1	4	-2	3	2	1
MEKK3 PB1 HTS	106	98	99	100	101	101	109	99

Assay outcomes (PubChem BioAssay)
